# PKM2 activator: activators of human pyruvate kinase M2; 0.34% of 260,000 active; Potency, µM (top dose mostly 57.5 µM), inactives show at the highest dose activation, actives largely listed as activators; purified PKM2, Kinase-Glo ATP luminescence, activation; response scale: 0% is enzyme alone, no compound; AID 1631; P14618; also: potency is read from the fitted curve at half-maximal effect; % is scaled to controls: 0 for no effect and ±100 for the full control effect; nearly all actives have a fitted effect of over 55% in size
# Target sequence (P14618 whole entry, looked up): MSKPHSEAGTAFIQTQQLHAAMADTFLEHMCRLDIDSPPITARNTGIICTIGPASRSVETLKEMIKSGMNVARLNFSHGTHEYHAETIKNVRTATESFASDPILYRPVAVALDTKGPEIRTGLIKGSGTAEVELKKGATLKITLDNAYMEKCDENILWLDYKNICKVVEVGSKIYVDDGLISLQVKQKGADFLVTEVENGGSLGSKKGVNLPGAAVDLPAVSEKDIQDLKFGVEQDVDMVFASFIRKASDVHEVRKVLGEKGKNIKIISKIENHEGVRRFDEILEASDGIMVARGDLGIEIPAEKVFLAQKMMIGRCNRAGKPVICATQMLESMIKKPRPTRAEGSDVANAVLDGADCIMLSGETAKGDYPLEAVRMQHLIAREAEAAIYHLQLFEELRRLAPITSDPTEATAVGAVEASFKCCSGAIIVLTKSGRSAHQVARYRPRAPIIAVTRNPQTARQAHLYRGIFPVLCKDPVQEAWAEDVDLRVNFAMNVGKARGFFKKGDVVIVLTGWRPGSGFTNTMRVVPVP
#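 Kinase-Glo luminescence reports ATP generated from ADP (0.1 mM) and PEP (0.5 mM) by purified hPK-M2 after 1 h at room temperature, pH 7.2 imidazole buffer; intermediate enzyme activity allows detecting inhibitors and activators.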
# FLuc counter: counter-screen for miR-21 project: firefly luciferase inhibitors or activators; 6.9% of 360,000 active; Potency, µM (series often up to 57.5 µM), for the others: top-dose activity change, negative = inhibition, actives largely listed as inhibitors; purified FLuc, Km substrates, luminescence inhibition;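 also: potency is read from the fitted curve at half-maximal effect; plate controls were vehicle for no effect and reference inhibitor for full effect; nearly all actives have a fitted effect of over 55% in size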
#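 Purified P. pyralis luciferase (10nM final) with 10uM D-luciferin and 10uM ATP (Km levels) in 50mM Tris acetate pH 7.5, 10mM Mg acetate, 0.01% Tween-20, 0.05% BSA; qHTS 6-point titration, ~60 µM downward; luminescence read.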
# Menin-MLL TR inh: inhibitors of human menin-MLL interaction, mutant MLL peptide. O00255. Menin + Texas Red MLL mutant peptide, fluorescence polarization. Potency, µM (doses to about 61.6 µM), for the others: at the highest dose FP activity change, negative = inhibition, hits mostly inhibitors. 0.23% of 270,000 active; active = well fitted inhibition curve with a large enough effect in the polarisation, with a control signal flat, not every such curve was filed as active; inconclusive = small, poorly fitted or top-dose-only effect, or effect the other way, or a change in a side signal; inactive = no such curve, though single readings can be large or run the other way; the % refers to the polarisation; also: potency is read from the fitted curve at half-maximal effect; % of control where 0% means no effect; many of its hits are not listed in these tables
# Target sequence (O00255 whole entry, looked up): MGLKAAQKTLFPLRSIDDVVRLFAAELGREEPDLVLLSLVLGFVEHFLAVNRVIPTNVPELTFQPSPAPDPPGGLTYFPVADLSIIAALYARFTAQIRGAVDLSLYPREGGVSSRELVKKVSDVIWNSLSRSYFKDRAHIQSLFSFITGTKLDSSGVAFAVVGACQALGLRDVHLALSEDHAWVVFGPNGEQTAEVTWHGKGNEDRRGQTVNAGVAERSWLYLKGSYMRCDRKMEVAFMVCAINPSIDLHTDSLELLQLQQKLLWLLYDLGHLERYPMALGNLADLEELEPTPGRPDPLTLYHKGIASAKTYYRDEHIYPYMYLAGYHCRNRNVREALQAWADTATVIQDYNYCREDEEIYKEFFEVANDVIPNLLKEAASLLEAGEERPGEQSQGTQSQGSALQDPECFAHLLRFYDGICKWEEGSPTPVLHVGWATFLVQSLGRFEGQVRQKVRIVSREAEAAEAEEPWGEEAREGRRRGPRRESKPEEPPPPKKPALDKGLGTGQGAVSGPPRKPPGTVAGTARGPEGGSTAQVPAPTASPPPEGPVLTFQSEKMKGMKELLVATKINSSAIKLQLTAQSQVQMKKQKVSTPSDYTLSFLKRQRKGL
# p53 reactivator: mutant p53 re-activation in reporter cells; H1299 p53-A138V BP100-luciferase reporter, luminescence, 24 h; Potency, µM (series often up to 92.2 µM), for inactives: at the top dose activity change, positive = activation, hits mostly activators; 0.063% of 320,000 active; also: potency is read from the fitted curve at half-maximal effect; % of control where 0% means no effect; nearly all actives have a fitted effect of over 45% in size
#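 H1299 (p53-null), stable ts p53-A138V + BP100-Luc; 1000 cells/well, Opti-MEM/10% FBS; cpd 4 pt, 1:5; 24 h, 37 deg C, 5% CO2; detection reagent 10 min RT; luminescence.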
# Rab9 promoter act: Rab9 promoter activation; Huh7 Rab9 promoter-luciferase reporter, luminescence, 24 h; Potency, µM (highest dose often 9.22 µM), for inactives: top-dose activation, negative = inhibition, actives largely listed as activators; 2.8% of 320,000 active; also: potency is read from the fitted curve at half-maximal effect; % of control where 0% means no effect; nearly all actives have a fitted effect of over 60% in size
#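 Huh7 cells stably carrying a Rab9 promoter-luciferase reporter, 1500 cells per well in OP-MEM I with 10% FBS, treated with compound 24 hours at 37C. Luciferase activity read by luminescence after 10 minutes with Amplite reagent.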
# NPC1 prom act: NPC1 promoter activation; Huh7 NPC1 promoter luciferase reporter, 24 h; Potency, µM (series often up to 9.22 µM), for inactives: at the highest dose activation, actives largely listed as activators; 2.4% of 320,000 active;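 also: potency is read from the fitted curve at half-maximal effect; % of control where 0% means no effect; nearly all actives have a fitted effect of over 60% in size; reporter is driven by a mutant NPC1 promoter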
#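 NPC1 promoter–luciferase Huh7 cells; 24 h compound; luminescence.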
# Giardia killer: kills Giardia lamblia; Giardia lamblia trophozoite viability; activity change, % at 7.66 µM, hits read low; 0.15% of 340,000 active; AID 540267; in the data active = activity change below about -80%; inconclusive = between about -30% and that limit;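 also: parasites exposed to compound for two days anaerobically before the ATP read; % is scaled to controls: 0 for no effect and ±100 for the full control effect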
#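 Killing of trophozoites was scored by loss of ATP luminescence after a 48 hrs anaerobic exposure to compounds at 37 deg C, using 100 cells per well.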
# BRCA1 expr act: activators of BRCA1 expression. MCF7-BRCA1-FFLuc reporter, luminescence, 48 h; response scale: scaled: vehicle 0%, 10 µM genistein 100%. Potency, µM (highest dose often 46.1 µM), inactives show top-dose activation, actives largely listed as activators. 1.1% of 380,000 active. AID 624202; also: potency is read from the fitted curve at half-maximal effect; nearly all actives have a fitted effect of over 80% in size; some results filed as inactive show a strong effect at the top dose
#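 MCF7-BRCA1-FFLuc cells, 2000/well in phenol-red-free MEM, attached 2 h then treated 48 h at 37 C. Luciferase luminescence read 15 min after reagent; normalized to genistein maximum activation (10microM) and DMSO, concentration-response fitted.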
# Gal4-VP16 FLuc: inhibits Gal4-VP16 luciferase reporter, ROR gamma counter-screen | Drosophila S2 Gal4-VP16 UAS-luciferase, luminescence, 20 h | Potency, µM (titrated, usually from 53.6 µM), for inactives: at the top dose activity, negative = inhibition, hits mostly inhibitors | 3.5% of 310,000 active;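 also: Gal4-VP16 expression switched on by copper sulfate through the metallothionein promoter; potency is read from the fitted curve at half-maximal effect; % is scaled to controls: 0 for no effect and ±100 for the full control effect; nearly all actives have a fitted effect of over 50% in size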
# RORgamma inh: blocks mouse ROR gamma transcriptional activity | AID 2551 | P51450 | 5.4% of 310,000 active | Potency, µM (series often up to 53.6 µM), for inactives: at the top dose activity change, negative = inhibition, actives largely listed as inhibitors | Drosophila S2 Gal4-RORgamma UAS-luciferase reporter, 20 h; also: potency is read from the fitted curve at half-maximal effect; % is scaled to controls: 0 for no effect and ±100 for the full control effect; nearly all actives have a fitted effect of over 60% in size
#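 Schneider cells (Drosophila), stable Gal4 DBD–ROR gamma + UAS-luc; 1 hr cmpd preincubation; Cu2+ induction 700 uM final; 20 hr ambient; luminescence.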
# ELG1 genotoxic: induces genotoxicity in HEK293T cells with luciferase-tagged ELG1; HEK293T ELG1-luciferase reporter, luminescence, 16 h; Potency, µM (series often up to 46 µM), for inactives: top-dose activity change, positive = activation, most hits filed as activators; 1.3% of 330,000 active; AID 504466; also: potency is read from the fitted curve at half-maximal effect; % of control where 0% means no effect; nearly all actives have a fitted effect of over 60% in size
#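 HEK293T cells expressing luciferase-tagged ELG1 were treated with compound or DMSO for 16 hr at 37°C. Luciferase activity was then read after 30 min with ONE-Glo at room temperature; rising signal flags genetic stress.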
# Starred values were filed as active, the others as inactive; ? = inconclusive; . = not tested or not shown; [ ] = dose if it differs, or a comment. Unless noted, calls follow the shape of the dose curve; as a rule, active = well fitted curve in the direction sought with a large enough effect; inconclusive = small, poorly fitted or top-dose-only effect, or another doubt; inactive = no such curve, though single readings can be large; an effect the other way counts as inactive or inconclusive. Not all compounds are listed, so the mix of outcomes need not match the whole.
SMILES,PKM2 activator,FLuc counter,Menin-MLL TR inh,p53 reactivator,Rab9 promoter act,NPC1 prom act,Giardia killer,BRCA1 expr act,Gal4-VP16 FLuc,RORgamma inh,ELG1 genotoxic
Fc1ccc(-c2n[nH]c(=S)n2CC2CCCO2)cc1 (configuration not stated),0%,3%,-17%,-2%,4%,1%,-25,9%,?,11µM*,-2%
O=C(c1ccccc1)c1ccc2nc(-c3ccc(NC(=O)c4ccccc4F)cc3)[nH]c2c1,0%,-20%,-10%,-1%,15%,3%,9,0%,-6%,-7%,?
CC(=O)N1CCN(CCN=CC2=C(O)CC(C)(C)CC2=O)CC1,-2%,-1%,2%,2%,-2%,1%,-13,16%,6%,2%,0%
C=CCOCCN(CC)CC,-7%,1%,21%,-5%,-7%,3%,-12,2%,-13%,4%,-2%
COc1ccc(CNC(=O)CCNS(=O)(=O)c2ccc(NC(C)=O)cc2)cc1OC,.,-2%,.,-4%,-3%,-3%,-16,-12%,.,.,1%
CCOC(=O)c1c(NC(=O)C2C3C=CC(CC3)C2C(=O)O)sc(C)c1CC (configuration not stated),-6%,4%,-11%,-5%,0%,-3%,-6,-4%,-11%,42%,-3%
COc1ccccc1NC(=O)CCN1C(=O)/C(=C\c2cc(OC)c(OC)c(OC)c2)SC1=S,.,0%,.,11%,-1%,-3%,7,-22%,1%,-5%,0%
COc1ccc(S(=O)(=O)NC2CC2)cc1Cl,2%,0%,12%,-2%,-4%,1%,3,0%,14%,9%,2%
CCOc1ccc(-c2nc(CSCC(=O)NC3CCCc4ccccc43)c(C)o2)cc1 (configuration not stated),-1%,?,-18%,-1%,12%,9%,-12,-65%,5%,-16%,-4%
Cc1ccc(S(=O)(=O)N2CC(C)C(=O)CC2C)cc1 (configuration not stated),0%,2%,1%,-2%,0%,3%,-10,-1%,5%,0%,4%
CCN(CC(=O)NCc1cccs1)c1nnnn1-c1ccccc1,-1%,1%,1%,25%,-1%,2%,11,-32%,-1%,-34%,7%
O=C(Nc1ccc(OCC(=O)N2CCC(Cc3ccccc3)CC2)cc1)c1ccco1,-17%,27µM*,-5%,5%,-6%,2%,13,-5%,-10%,24%,-1%
CC1=NN(C(N)=S)C(=O)C1N=Nc1c(Br)cc(Br)cc1Br (configuration not stated),1%,?,?,12%,5%,15%,?,9%,1.3µM*,1.4µM*,-10%
COc1ccc(S(=O)(=O)NCC2CCCN(C(=O)c3cccnc3C)C2)cc1 (configuration not stated),-1%,-1%,-11%,1%,0%,-5%,-3,15%,-9%,-2%,0%
CCOC(=O)C(NCc1ccccc1OC)(NC(C)=O)C(F)(F)F (configuration not stated),-7%,-7%,6%,?,-6%,3%,-5,25%,1%,-5%,-2%
Cn1c(C(=O)NCCCN2CCOCC2)cc2c(=O)n(C)c3ccccc3c21,0%,0%,-5%,-3%,-1%,-2%,-7,7%,0%,-36%,20%
CCOc1cccc(CN2CCCC(CNC(=O)c3cccc(OC)c3OC)C2)c1 (configuration not stated),1%,1%,-15%,-11%,0%,-2%,0,4%,3%,6%,0%
Cc1cc(C)n2ncc(C(=O)Nc3ccc4c(c3)OCO4)c2n1,3%,0%,12%,2%,7%,0%,-22,-19%,8%,-19%,16%
CN(C(=O)COC(=O)c1ccc(Cl)c(N)c1)c1ccccc1,-2%,0%,?,4%,-1%,-3%,-8,15%,-4%,32%,2%
CC(Oc1ccc(Cl)cc1)c1ccnc(N)n1 (configuration not stated),-1%,-2%,-2%,-11%,-10%,0%,13,4%,0%[10 µM],3%,5%
O=C(N/N=C/c1ccccc1)c1ccc(CN2C(=O)c3cccc4cccc2c34)cc1,-2%,-19%,-6%,-8%,4%,-3%,-16,-39%,-11%,-8%,-3%
CC(C)CCn1cnc2c(cnn2-c2ccc(F)cc2)c1=O,-3%,?,-5%,?,?,?,29,8.9µM*,-6%,19%,3%
CCc1ccc(OCC(O)CN2CCN(c3ccccn3)CC2)cc1 (configuration not stated),-5%,-15%,-26%,0%,0%,-2%,?,9%,6%,3%,-2%
CC(=O)c1sc(N2CCOCC2)nc1-c1ccccc1,-2%,-1%,-3%,-2%,1%,-1%,5,-11%,9%,11%,5%
COc1ccc(N=C2SC(CC(=O)Nc3ccccc3OC)C(=O)N2Cc2ccco2)cc1 (configuration not stated),15%,3%,-8%,10%,1%,0%,1,-43%,-18%,?,1%

# Look-ups from the results shown.
# CC(Oc1ccc(Cl)cc1)c1ccnc(N)n1 (configuration not stated) in ELG1 genotoxic has 5%
# CCc1ccc(OCC(O)CN2CCN(c3ccccn3)CC2)cc1 (configuration not stated) in BRCA1 expr act has 9%

# Next entries follow:
SMILES,PKM2 activator,FLuc counter,Menin-MLL TR inh,p53 reactivator,Rab9 promoter act,NPC1 prom act,Giardia killer,BRCA1 expr act,Gal4-VP16 FLuc,RORgamma inh,ELG1 genotoxic
Cc1ccc(NC(=O)Nc2nnc(-c3ccncc3)s2)cc1C,1%,1%,4%,-2%,-7%,-4%,3,19%,8%,7%,-1%
O=C(c1ccco1)[C@@H]1[C@@H]2C(=O)N(c3ccccc3)C(=O)[C@@H]2C2c3ccccc3C=CN21 (some centres not stated),6%,?,1%,25%,5%,3%,21,0%,-1%,-14%,-1%
COC(=O)c1ccc(CSc2nnc(Nc3ccc(C)cc3)s2)o1,1%,?,.,-3%,-2%,10%,-5,-1%,-6%,11%,-4%
O=C1C2ON(c3ccccc3)C(c3ccncc3)C2C(=O)N1c1ccc(N2CCOCC2)cc1 (configuration not stated),18%,-1%,3%[11.7 µM],-1%,-23%,-2%,-2,4%,-16%,-1%,-1%
NS(=O)(=O)c1ccc(N2CCCCCC2)c([N+](=O)[O-])c1,0%,-5%,15%,-6%,2%,0%,-11,5%,-22%,8%,-3%
CSc1nsc(/C=C/Nc2ccc(O)cc2C)c1C#N,21%,12µM*,?,-3%,5%,-1%,8,-29%,-2%,?,-2%
COc1ccc(N(CC(=O)Nc2cccc(C)c2)S(=O)(=O)c2c(C)n[nH]c2C)cc1,-2%,0%,19%,-3%,2%,-3%,-5,3%,1%,23%,-2%
COc1ccc(CC(=O)OCC(=O)N(CC(C)C)c2c(N)n(Cc3ccccc3)c(=O)[nH]c2=O)cc1,.,-2%,.,-7%,-6%,-1%,-6,-32%,.,.,17%
COCCN1C=C2C(=O)C(C)(OC(=O)C3CCCC3)C(=O)C(c3ccccc3)=C2C=C1CCCC(=O)OC (configuration not stated),-5%[11.5 µM],-2%,-21%[11.7 µM],-6%,-5%,7%,0,2%,-5%,-1%,0%
CCCCN(CC)Cc1ccc(CNC(=O)Nc2ccccc2)o1,4%,1%,9%,0%,-6%,-1%,0,-7%,0%,-16%,-5%
COC(=O)c1ccc(CSc2nnc(CNC(=O)c3ccccc3F)o2)o1,2%,3%,1%,.,.,.,-21,0%,2%,1%,.
C(=C1/CCCC2=C1Nc1ncnn1C2c1ccccc1)/c1ccccc1 (configuration not stated),16%,-1%,-10%,-12%,.,-9%,.,.,4µM*,2.8µM*,-15%
CCc1nnc(SC(C)C(=O)Nc2nccs2)n1C (configuration not stated),4%,3%,.,2%,1%,0%,-6,8%,-4%,5%,-3%
Cc1cccc(NC(=O)CNC(=O)COC(=O)CCS(=O)(=O)c2ccccc2)c1C,0%,1%,-7%,-13%,-1%,-1%,-3,1%,-12%,-2%,-2%
O=C(Nc1cccc(-c2cn3ccccc3n2)c1)c1ccccc1,2%,4.8µM*,8%,-1%,?,24%,-16,54%,-6%,18%,-2%
CCN(CC)CCCN1C(=O)C(=O)/C(=C(/O)c2ccc3c(c2)OCCO3)C1c1ccc(C)o1 (configuration not stated),21%,-3%,-14%[11.7 µM],10%,11%,-1%,.,.,17%,18%,4%
Cc1ccc([N+](=O)[O-])cc1NC(=O)CN(C1CCCCC1)S(=O)(=O)c1ccc(Cl)cc1,0%,9%,10%,0%,-4%,-6%,-21,-55%,-9%,-19%,-2%
COC(=O)c1c(NC(=S)Nc2cc(OC)c(Cl)cc2OC)sc2c1CCCCC2,-7%,4%,-14%,-4%,-1%,-1%,-1,-15%,?,17%,0%
O=C(CSc1nnc(-c2ccncc2)n1C1CCCCC1)Nc1ccccc1,-4%,3%,-3%,1%,-2%,13%,-5,-20%,1%,37%,-4%
CCc1noc(C)c1C(=O)OCC(=O)NC(=O)c1ccccc1,-5%,2%,10%,13%,-3%,-3%,-2,-25%,1%,-14%,2%
CC(=O)c1cc(F)c(N2CCN(C(=O)c3ccco3)CC2)cc1C,1%,-18%,-16%,?,8%,10%,13,58%,-8%,35%,19%
CCc1ccc(C(=O)COC(=O)c2ccco2)cc1,-11%,0.48µM*,.,5%,1%,16%,-8,56%,18%,4%,23µM*

# Screens (PubChem)
